SRC3 TRFRET art: TR-FRET detection interference compounds, artefact control for PPARgamma SRC-3 recruitment agonists, biochemical, TR-FRET ratio; hit rate 0.39% among 99,000; TR-FRET ratio at 8 µM; AID 1048, 2008; TR-FRET artefact counter-screen, PPARgamma/SRC-3 format; hits give high values; in the data active = TR-FRET ratio above about 2000; also: inactives centre near 1600
SRC1 TRFRET art: TR-FRET detection interference compounds, primary screen, artefact control for PPARgamma SRC-1 recruitment agonists, biochemical, TR-FRET emission ratio. TR-FRET detection artefact counter-screen; hits give high values. TR-FRET ratio at 8 µM. hit rate 0.34% among 99,000; in the data active = TR-FRET ratio above about 2300; also: inactives centre near 1800
The depositor's hits bear a star. Some of the compounds tested; the hit share may differ from the screen's.

Values run as follows: SRC3 TRFRET art, SRC1 TRFRET art
> Cc1nn(-c2ccccn2)c2c1C(c1ccsc1)C1=C(CCCC1=O)N2 (centres undefined)
    1545, 1515
> COc1cc(/C=C/C(=O)OCC(=O)NC(=O)NC(C)C)ccc1OCC#N
    1520, 1693
> C/C(=N\NC(=O)Nc1ccccc1)c1ccc2ccccc2c1
    1417, 1609
> Cc1nc(NCCc2ccccc2)c(C#N)c(C)c1[N+](=O)[O-]
    1579, 1736
> CC(=O)C1=C(O)C(=O)N(Cc2ccco2)C1c1ccccc1 (centres undefined)
    1486, 1886
> CCOc1ccc(-c2ccc(SCC(=O)N3CCOCC3)nn2)cc1
    1762, 1968
> COC(=O)c1ccc(-c2ncc[nH]2)cc1
    1577, 1609
> Cc1cnccc1CN(C)C(=O)CC1C(=O)NCCN1CC1CCCCC1 (centres undefined)
    1453, 1760
> Cc1ccccc1NC(=O)c1c([N+](=O)[O-])c(C(C)(C)C)nn1C
    1615, 1413
> Cc1cc[n+](CC(=O)c2cc3ccccc3oc2=O)cc1
    1665, 1914
> O=C(Cc1c[nH]c2ccccc12)NCc1ccccc1F
    1420, 1725
> Cc1cc(=O)[nH]c(SCC(=O)/C=C2\N(C)c3ccccc3C2(C)C)n1
    1408, 1815
> O=C1S/C(=C\C=C\c2ccco2)C(=O)N1c1ccc(O)cc1
    1416, 1615
> COc1cc(C=NCC2OCCc3ccccc32)cc(OC)c1 (centres undefined)
    1802, 2087
> COc1ccc(NC(=O)Cc2ccccc2F)cn1
    1459, 1867
> CCCCn1c(CN2CCN(C(=O)c3ccco3)CC2)nc2c1c(=O)n(C)c(=O)n2C
    1508, 1985
> CC(C)CNc1nc(S(=O)(=O)c2ccccc2)c(Cl)s1
    1725, 1704
> CCn1c(SCc2nc3ccccc3c(=O)[nH]2)nnc1C(C)NC(=O)c1ccccc1F (centres undefined)
    1664, 1546
> Cc1cc(C)cc(C(=O)N2CC(C)SC2=Nc2cccc(S(=O)(=O)N(C)C)c2)c1 (centres undefined)
    1596, 1702
> Cc1cc(=O)n2nc(N3CCCC(C(=O)NCCc4ccccc4)C3)sc2n1 (centres undefined)
    1622, 2047
> CC(C)c1cccc(OCCCCN(C)C)c1
    1549, 1717
> Cc1ccc2oc(=O)c3cnn(CC(=O)N4CCCCC4C)c3c2c1 (centres undefined)
    1681, 1924
> O=C(COC(=O)CNC(=O)c1ccc(-c2ccccc2)cc1)NCc1ccco1
    1477, 1986
> CCOC(=O)N1CCN(C(=O)CSc2nc3c(cnn3-c3ccc(C)cc3)c(=O)[nH]2)CC1
    1518, 1857
> CCN(CCCCCCN)c1ccc2c(=O)[nH][nH]c(=O)c2c1
    1553, 1877
> CCCc1nc2ccc(NC(=O)c3cccs3)cc2c(=O)n1Cc1ccccc1Cl
    1511, 1761
> COc1cccc(CN2CCN(Cc3nc(C(C)C)cs3)CC2CCO)c1 (centres undefined)
    1550, 1700
> COc1ccccc1-c1nc(SC)n[nH]1
    1695, 2026
> CN(C)c1ccc(CN2CCCC(O)C2)cc1 (centres undefined)
    1541, 1672
> NCCNc1ccc([N+](=O)[O-])c(NC2CC2)c1
    1379, 1590

Some of the entries so far, as labelled records:
> COc1ccccc1-c1nc(SC)n[nH]1
- SRC3 TRFRET art: 1695
- SRC1 TRFRET art: 2026

> CN(C)c1ccc(CN2CCCC(O)C2)cc1 (centres undefined)
- SRC3 TRFRET art: 1541
- SRC1 TRFRET art: 1672

> NCCNc1ccc([N+](=O)[O-])c(NC2CC2)c1
- SRC3 TRFRET art: 1379
- SRC1 TRFRET art: 1590

Other structures:
Values run as follows: SRC3 TRFRET art, SRC1 TRFRET art
> CCOC(=O)c1c(NC(=O)CN(C)C2CCN(C)CC2)sc(C(=O)Nc2ccccc2)c1C
    1687, 1972
> O=C(COc1ccccc1)NCC(=O)N/N=C/c1cc(Br)ccc1OCc1ccccc1
    1504, 1967
> CNC(=S)N/N=C/c1ccccc1Cl
    1729, 1527
> CN1C/C(=C\c2ccc(N3CCOCC3)cc2)C(=O)/C(=C/c2ccc(N3CCOCC3)cc2)C1
    1590, 1944
> COc1ccc(S(=O)(=O)N2CCCCCC2)cc1C(=O)OCC(=O)Nc1cc(C)on1
    1743, 2361*
> COc1ccc(/C=N/NC(=S)Nc2ccccc2)cc1COc1ccc(F)cc1
    1284, 1616
> O=C(O)c1ccc(NC2=C(N3CCOCC3)C(=O)c3ccccc3C2=O)cc1
    1578, 1640
> CC1CC1C(=O)OCC(=O)c1c(N)n(C)c(=O)n(C)c1=O (centres undefined)
    1449, 1471
> C/C(=N/NC(=O)OC(C)(C)C)c1ccco1
    1726, 1761
> COc1cc(CCC(=O)Nc2cccc(S(=O)(=O)N(C)C)c2)cc(OC)c1OC
    1378, 1992
> COc1ccc(NC(=O)N2CCN(S(C)(=O)=O)CC2)c(OC)c1
    1733, 1973
> O=C(CCN1C(=O)c2cccc3cccc(c23)C1=O)Nc1ccon1
    1507, 1793
> CCc1ccc(/C=C2/C(=O)N(C)C(=S)N2CC(=O)OC)s1
    1312, 1419
> COc1ccc(CNC(=O)C(=O)NCCCn2ccnc2)cc1
    1758, 1926
> CN(C)S(=O)(=O)c1ccc(NC(=O)Cn2ccsc2=N)cc1
    1546, 2029
> Cc1cc(NC2CCCCC2)nc(NCc2ccccc2)n1
    1595, 1823
> CCOc1nc(NC(=O)NS(=O)(=O)c2cccc(Cl)c2)nc(-c2ccccc2)n1
    1752, 1824
> COc1ccc(NS(=O)(=O)c2ccc3nc(COc4cccc5ccccc45)[nH]c3c2)cc1
    1559, 1846
> O=C1NCC(O)=C1C=NC12CC3CC(CC(C3)C1)C2
    1573, 1843
> COc1ccccc1N1CCN(C(=O)CN2C(=O)c3ccccc3C2=O)CC1
    1656, 1929
> O=C(O)C1CCCN1c1ncccc1[N+](=O)[O-] (centres undefined)
    1478, 1901
> O=C(CCc1nnc(-c2ccsc2)o1)NCc1ccccc1OC(F)(F)F
    1652, 2037
> COc1ccc(CN2CCN(C(C)C)C(CCO)C2)cc1Cn1cccn1 (centres undefined)
    1495, 1651
> CCS(=O)(=O)c1ccc(O)c(NC(=O)COc2ccc(OC)cc2)c1
    1564, 1659
> N#CC(C#N)=Cc1ccc(OCC(=O)N2CCOCC2)cc1
    1618, 1711
> C=CCn1c(SCC(=O)NCC2CCCO2)nnc1-c1ccccc1 (centres undefined)
    1626, 1863
> Nc1ncn(-c2ncc(C(F)(F)F)cc2Cl)n1
    1681, 1785
> O=C(COC(=O)/C=C/c1ccccc1)NCCC1=CCCCC1
    1408, 1622
> COc1ccc(CNC(=O)CN2CCN(C(c3ccccc3)c3ccccc3)CC2)cc1
    1559, 1850
> O=C(COc1ccccc1F)N/N=C1\CCCc2ccccc21
    1628, 1605

(next part)
| SMILES | SRC3 TRFRET art | SRC1 TRFRET art |
| --- | --- | --- |
| O=C1c2cccc3cccc(c23)C(=O)N1CCc1ccccc1 | 1495 | 1821 |
| Cc1cc(C)n2nc(C(=O)N3CCCC(CNS(=O)(=O)c4cccs4)C3)cc2n1 (centres undefined) | 1410 | 1722 |
| Cc1cc(NC(=O)CSc2nnc(C(C)N(C)C)n2Cc2ccccc2)no1 (centres undefined) | 1574 | 1976 |
| COc1cccc(N/C(SCc2ccccc2F)=C(/C#N)C(=O)NCc2cccs2)c1 | 1628 | 1896 |
| CC1CCCN(C(=O)c2ccc3c(c2)C(=O)N(CCC2=CCCCC2)C3=O)C1 (centres undefined) | 1820 | 1802 |
| COc1ccc(/C=N/NC(=O)CCn2cnc(-c3ccccc3)c2-c2ccccc2)cc1 | 1638 | 1766 |
| Cc1ccc(OCC(=O)N/N=C\c2ccncc2)c(C)c1 | 1680 | 1928 |
| O=S(=O)(NCc1cccc(C(F)(F)F)c1)NCc1ccccc1F | 1503 | 1702 |
| CC(Oc1ccc(Cl)cc1Cl)C(=O)NNC(=O)C(=O)N1CCCCC1 (centres undefined) | 1398 | 1599 |
| O=C(O)c1cccc(-n2cccc2/C=C2/NC(=O)N(Cc3ccccc3F)C2=O)c1 | 1481 | 1753 |
| CCCn1c(C)cc(/C=C(\C#N)C(=O)OCC(=O)Nc2ccc(OC)c(Cl)c2)c1C | 1866 | 1978 |
| Cc1cc2cc(C)c3nnc(SCc4ccccn4)n3c2cc1C | 1810 | 1825 |
| O=C(CCn1nc(-c2ccccc2)c2ccccc2c1=O)NN1CCOCC1 | 1635 | 1909 |
| CC(Sc1nc2ccccc2n1C)C(=O)Nc1ccc(N2CCOCC2)cc1 (centres undefined) | 1604 | 1582 |
| COc1ccc(CNC(=O)c2coc(=O)c3ccccc23)c(OC)c1 | 1519 | 1684 |
| CC(C)n1cnc2cc(NCc3nc4ccccc4n3C)ccc21 | 1696 | 2059 |
| CC(C)Oc1cccc(C(=O)C2CCCN(C(=O)c3ccsc3)C2)c1 (centres undefined) | 1579 | 1730 |
| CCOc1cc(NC(=O)CCl)c(OCC)cc1NC(C)=O | 1473 | 1753 |
| Cc1nn(C)c(C(=O)Nc2ccc(Br)cc2F)c1Br | 1592 | 1670 |
| Cc1ccc(C(=O)N[C@H](C(=O)OCC(=O)NC2CCS(=O)(=O)C2)C(C)C)cc1 (some centres undefined) | 1586 | 1862 |
| COc1cccc(C2Cc3ccccc3C(=O)O2)c1 (centres undefined) | 1411 | 1780 |
| COC(=O)c1c(NC(=O)c2cccnc2)sc(C(=O)N(C)C)c1C | 1713 | 1721 |
| COc1ccc(Cn2c(=O)[nH]c3cc(C(=O)NCCCN4CCCCCC4)ccc3c2=O)cc1 | 1571 | 1478 |
| Cc1csc(NC(=O)CSc2nnc(-c3cc(C)on3)o2)n1 | 1606 | 1621 |
| O=C(O)/C=C/C(=O)Nc1ccccc1SC(F)(F)C(F)(F)C(F)(F)F | 1435 | 1715 |
| COC(=O)/C=C/C(=O)N1CCN(c2ccccc2C)CC1 | 1617 | 1693 |
| CC(C)CC(=O)NNC(=O)C(C)C | 1430 | 1760 |
| CC(=O)NS(=O)(=O)c1ccc(NC(=O)/C=C/c2ccccc2)cc1 | 1482 | 1675 |
| COc1ccc(/C=C2\C(=O)NC(=S)N2C(=O)c2ccc(F)cc2)cc1 | 1878 | 2042 |
| CCN(CC)S(=O)(=O)c1cccc(C(=O)Nc2nnc(C)s2)c1 | 1592 | 2039 |

An excerpt of these results, as labelled records:
CC(=O)NS(=O)(=O)c1ccc(NC(=O)/C=C/c2ccccc2)cc1
  SRC3 TRFRET art = 1482 | SRC1 TRFRET art = 1675

COC(=O)c1c(NC(=O)c2cccnc2)sc(C(=O)N(C)C)c1C
  SRC3 TRFRET art = 1713 | SRC1 TRFRET art = 1721

COC(=O)/C=C/C(=O)N1CCN(c2ccccc2C)CC1
  SRC3 TRFRET art = 1617 | SRC1 TRFRET art = 1693

Cc1csc(NC(=O)CSc2nnc(-c3cc(C)on3)o2)n1
  SRC3 TRFRET art = 1606 | SRC1 TRFRET art = 1621

The listing picks up; the 2 compounds before the break are reprinted first.
| SMILES | SRC3 TRFRET art | SRC1 TRFRET art |
| --- | --- | --- |
| COc1ccc(/C=C2\C(=O)NC(=S)N2C(=O)c2ccc(F)cc2)cc1 | 1878 | 2042 |
| CCN(CC)S(=O)(=O)c1cccc(C(=O)Nc2nnc(C)s2)c1 | 1592 | 2039 |
| COc1cc(C2CC(c3cccnc3)=NN2c2ccc(F)cc2)cc(OC)c1OC (centres undefined) | 1574 | 2096 |
| CC1CCN(C(=O)C2CCCCN2S(=O)(=O)c2cccc([N+](=O)[O-])c2)CC1 (centres undefined) | 1567 | 1781 |
| CCSc1nnc(-c2ccc(C)cc2)c2ccccc12 | 1671 | 1843 |
| CC(C)c1ccc(/C=N/NC(=O)c2ccccc2Cl)cc1 | 1731 | 1700 |
| C/C(=N/NC(=O)c1sc(NS(=O)(=O)c2ccccc2)nc1C)c1ccc(F)cc1 | 1370 | 1757 |
| CC(=O)NNc1nc(-c2ccccc2)cs1 | 1494 | 1853 |
| CN(C)c1ccc(-c2noc(C3CCN(S(=O)(=O)c4cccc(Cl)c4)CC3)n2)cc1 | 1425 | 1734 |
| Cc1nn(CC(=O)N2CCN(Cc3ccccc3)CC2)c(=O)c2ccccc12 | 1463 | 1850 |
| CCOC(=O)N/N=C(/c1ccccc1)C1CCCCC1 | 1402 | 1655 |
| CCCCn1nnc(N(C(=O)c2cccs2)C(=O)c2cccs2)n1 | 1563 | 1918 |
| O=C(Nc1nccs1)c1ccc(COc2ccccc2Cl)o1 | 1704 | 1842 |
| COc1cc(-c2nc3cnccn3c2Nc2ccc3c(c2)OCCO3)ccc1O | 1762 | 1858 |
| Cc1ccc(-n2c(SCC(=O)N3CC(=O)Nc4ccccc43)nc3ccccc3c2=O)cc1 | 1294 | 1617 |
| O=C(N/N=C\c1ccco1)Nc1cccc(Cl)c1 | 1580 | 1875 |
| CNC(=O)C(=O)NCC1OCCCN1S(=O)(=O)c1cccs1 (centres undefined) | 1617 | 1807 |
| COc1ccccc1N1CCN(C(=O)CCCC2=NS(=O)(=O)c3ccccc3N2)CC1 | 1589 | 1768 |
| COc1ccc(CCNC(=O)c2ccc(Cl)cc2Cl)cc1OC | 1609 | 1699 |
| Cc1ccc(/C(O)=C2\C(=O)C(=O)N(CC(C)O)C2c2cccc(F)c2)cc1 (centres undefined) | 1795 | 2008 |
| COC(=O)[C@@H]1CCCN1Cc1c(C(=O)N2CCCCC2)nc2c(C)cccn12 | 1603 | 1652 |
| COCc1c(Br)c(C)nc(OCC(=O)N/N=C/c2ccc(C)o2)c1C#N | 1839 | 1736 |
| CC(NCC(c1ccco1)N1CCCCC1)C(=O)NC1CCCC1 (centres undefined) | 1532 | 2050 |
| CC(=O)NC(=S)Nc1cccc(S(=O)(=O)NC2=NCCC2)c1 | 1657 | 1824 |
| CCc1ccc(OCC(=O)N/N=C(\C)c2ccc(O)cc2O)cc1 | 1619 | 1780 |

High-throughput results (PubChem)
